G6PDH counter: L. mesenteroides G6PDH inhibitors, counter-screen for G6PDH-coupled screening assays, biochemical, Leuconostoc mesenteroides enzyme. glucose-6-phosphate dehydrogenase [Leuconostoc mesenteroides]. Purified L. mesenteroides G6PDH, diaphorase/resazurin coupled fluorescence, 45 min. inhibition, % at 5 µM. actives 0.12% (n = 200,000). AID 1020, 2008; in the data active means inhibition above about 50%
STAT3 inh: IL-6 driven STAT3 reporter inhibitors, primary screen, U3A cells, luciferase, luminescence, MLSCN library; inhibition, % at 5.5 µM; IL-6 STAT3-luciferase reporter; host cell line lacks STAT1; AID 862, 2007; actives 0.89% (n = 190,000);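 active means inhibition above the mean inhibition across all screened compounds plus 3 SD, cut at about 44% in these data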;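 further: 0% = DMSO only wells and 100% = 100 µM nifuroxazide control wells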
STAT3 act: IL-6 driven STAT3 reporter potentiators, primary screen, U3A cells, luciferase, luminescence, MLSCN library | IL-6 STAT3-luciferase reporter; 100% = signal with IL-6 EC80 alone | activation (% of control), % at 5.6 µM | actives 0.91% (n = 190,000) | AID 871, 2007;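 active means activation above the screen-wide mean of compound activation plus 3 SD, cut at about 130% in these data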;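 further: 0% = background luminescence of wells with medium and substrate only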
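Material: human STAT1-deficient U3A cells with stable STAT3-luciferase reporter / Probe or stimulus: IL-6 stimulus at 33 ng/mL final / Schedule: 1 h compound pre-exposure, 6 h IL-6 stimulation, 37 °C / Technique: luminescence / Read-out basis: percent of IL-6-only median luminescence / Control set: IL-6-only high control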
STAT1 blocker: STAT1 signaling inhibitors, primary screen, cell-based, HTS, luciferase reporter; NIH 3T3 STAT1-luciferase reporter, IFN-gamma, luminescence; inhibition, % at 5.5 µM; actives 0.35% (n = 200,000);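 active means inhibition above a set limit, the mean inhibition across all tested compounds plus 3 SD, cut at about 34% in these data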;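 further: 0% = IFN-gamma with DMSO and 100% = IFN-gamma with 300 µM nifuroxazide; values of inactives mirror those of a sister screen read the other way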
Hsp70 activator: Hsp70 transcriptional activators, primary screen, cell-based, HeLa, Hsp70 promoter luciferase, luminescence, 10 µM. actives 0.04% (n = 200,000). AID 1203, 2008. activation, % at 10 µM. HeLa Hsp70 promoter luciferase reporter; scaled: vehicle 0, proteasome-inhibitor control 100%;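 active means activation above the mean across all tested compounds plus 3 SD, cutoff set per campaign, cut at about 5.5% in these data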;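 further: 100% = MG132 at 30 µM as the positive control and 0% = DMSO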
Diaph inh CS: diaphorase inhibitors and chemical oxidizers, primary screen, counter-screen for diaphorase-coupled primary assays, biochemical, uHTS, resorufin fluorescence; diaphorase resazurin-to-resorufin fluorescence, NADH, 16 min; bacterial (C. kluyveri) enzyme, not human; inhibition, % at 20 µM; actives 0.69% (n = 190,000);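 active means primary screen inhibition at 20 µM above a set limit, cut at about 50% in these data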;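 further: plate controls were DMSO with full reaction for no effect and wells lacking NADH for full effect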
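Test system: bacterial diaphorase enzyme (C. kluyveri); Quantity: 0.14 U/mL diaphorase, enzyme working solution; Times: reaction incubation of 16 min at room temperature; Measured by: fluorescence of resorufin formed from resazurin, Ex 544/Em 590 nm; Benchmarks: positive control minus NADH, DMSO neutral control.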
TLR4 MyD88 comp: inhibitors of TLR4-MyD88 association in cells, primary screen, cell-based, HeLa CL3-4, BLA complementation, FRET ratio | inhibition, % at 8.4 µM | HeLa CL3-4 TLR4/MyD88 BLA complementation | actives 0.18% (n = 200,000); in the data active means inhibition above about 25%;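 further: 0% = vehicle and 100% = reference inhibitor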
Target sequence (O00206 whole entry, looked up): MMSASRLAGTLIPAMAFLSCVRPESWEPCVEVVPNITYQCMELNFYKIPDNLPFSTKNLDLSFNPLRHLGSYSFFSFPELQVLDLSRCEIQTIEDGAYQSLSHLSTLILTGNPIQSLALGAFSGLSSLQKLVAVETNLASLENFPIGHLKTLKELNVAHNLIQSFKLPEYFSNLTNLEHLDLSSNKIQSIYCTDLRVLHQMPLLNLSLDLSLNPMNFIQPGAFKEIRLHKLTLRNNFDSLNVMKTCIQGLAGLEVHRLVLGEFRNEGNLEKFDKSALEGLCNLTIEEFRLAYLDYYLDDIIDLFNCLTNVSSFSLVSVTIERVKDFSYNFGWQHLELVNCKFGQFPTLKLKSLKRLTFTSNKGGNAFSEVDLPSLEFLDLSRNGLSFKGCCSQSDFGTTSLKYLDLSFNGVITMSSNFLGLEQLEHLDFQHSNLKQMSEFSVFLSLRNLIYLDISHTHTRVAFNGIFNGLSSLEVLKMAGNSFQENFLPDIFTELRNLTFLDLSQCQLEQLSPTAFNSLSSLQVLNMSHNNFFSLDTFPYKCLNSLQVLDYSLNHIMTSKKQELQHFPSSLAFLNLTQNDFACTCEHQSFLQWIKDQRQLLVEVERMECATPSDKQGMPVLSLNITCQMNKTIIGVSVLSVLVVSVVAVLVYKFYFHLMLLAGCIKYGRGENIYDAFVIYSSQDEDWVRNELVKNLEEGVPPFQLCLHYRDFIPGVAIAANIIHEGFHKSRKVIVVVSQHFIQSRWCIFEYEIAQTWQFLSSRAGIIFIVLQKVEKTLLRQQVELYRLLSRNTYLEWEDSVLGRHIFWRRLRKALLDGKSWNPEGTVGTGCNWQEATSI
Target sequence (Q99836 whole entry, looked up): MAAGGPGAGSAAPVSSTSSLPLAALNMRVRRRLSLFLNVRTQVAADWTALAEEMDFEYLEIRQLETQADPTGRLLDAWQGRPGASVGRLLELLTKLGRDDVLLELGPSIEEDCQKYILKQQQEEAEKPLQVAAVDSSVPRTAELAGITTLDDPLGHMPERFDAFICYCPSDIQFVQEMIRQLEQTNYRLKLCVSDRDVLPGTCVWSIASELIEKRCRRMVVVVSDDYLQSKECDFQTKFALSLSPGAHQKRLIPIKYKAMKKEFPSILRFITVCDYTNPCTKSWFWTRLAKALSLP
APP transl inh: inhibitors of APP translation via 5'UTR reporter, primary screen, APP 5'UTR luciferase, SH-SY5Y cells. AID 1285, 2008. SH-SY5Y APP 5'UTR-luciferase reporter, luminescence. inhibition, % at 2 µM. actives 0.82% (n = 190,000);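 active means inhibition above a set limit, derived from the sample mean plus 3 SD, cut at about 45% in these data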; further: values of inactives mirror those of a sister screen read the other way
STAT1 act: STAT1 signaling activators, primary screen, cell-based, HTS, luciferase reporter. NIH 3T3 STAT1-luciferase reporter, IFN-gamma, luminescence; 100% = IFN-gamma alone, no compound. activation (% of control), % at 5.5 µM. actives 2.6% (n = 200,000);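 active means activation above the screen-wide mean activation plus 3 SD, cut at about 130% in these data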;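 further: raw ratio to IFN-gamma control signal so 100% means no change and 0% no light; values of inactives mirror those of a sister screen read the other way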
Diaphorase act: compounds boosting diaphorase resazurin reduction – biochemical, uHTS, resorufin fluorescence, counter-screen for diaphorase-coupled primary assays, primary screen; Diaphorase/resazurin coupled assay, 16 min; stronger effect = higher value; 1 = vehicle wells, 0 = NADH-free wells; activation factor at 20 µM; actives 0.005% (n = 190,000); AID 1229, 2008;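 active means diaphorase activity raised at least twofold by the compound at 20 µM; inactive means activation factor below 2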
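Material: Clostridium kluyveri diaphorase, purified enzyme; Quantity: enzyme 0.07 U/mL final; Medium: HEPES pH 7.4 buffer with MgCl2 and Tween 20; Dosing: single compound dose of 20 µM, 1% DMSO final; Schedule: 16 min reaction at room temperature; Measured by: red resorufin fluorescence at 544/590 nm excitation/emission.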
* hit, by the source's call.

Order of values: APP transl inh	STAT1 act	TLR4 MyD88 comp	Diaph inh CS	STAT3 act	Hsp70 activator	G6PDH counter	Diaphorase act	STAT3 inh	STAT1 blocker
> CN(/N=C/c1ccc2c(c1)OCO2)c1ccccc1
    -93.1	155.1*	0.3	2.6	101.2	-0.2	12.9	1	2.1	-61.0
> CC1=C(C)C(=O)N(c2ccc(C(=O)O)cc2)C1=O
    -3.3	103.8	0.8	-3.3	100.4	-0.4	15.1	1	3.3	-4.2
> COc1ccc(Cc2nc(-c3cccnc3)no2)cc1OC
    -10.9	98.9	8.1	9.9	104.1	0.0	2.4	0.9	2.6	0.2
> CCC(=O)N1CCc2cc(S(=O)(=O)CCC(=O)Nc3ccc(C)c(F)c3)ccc21
    -0.7	96.3	-3.2	3.8	95.5	0.0	3.6	1	8.4	4.0
> CC(=O)c1cccc(NC(=S)NC(=O)c2ccc(C)cc2Cl)c1
    2.1	131.1*	-9.8	21.0	107.5	-0.2	5.1	0.8	-5.1	-36.1
> COc1ccc(C(CC(=O)c2ccccc2)S(=O)(=O)c2ccccc2)cc1 (centres undefined)
    -90.8	112.9	-6.4	7.7	110.2	-0.3	-9.8	0.9	-9.9	-14.5
> COc1ccc(NC(=S)N2CCNC(=O)C2CC(=O)Nc2cccc(Cl)c2C)cc1 (centres undefined)
    -5.1	89.5	-21.2	21.7	104.4	-0.3	12.2	0.8	-4.8	11.8
> CCS(=O)(=O)c1nc2ccccc2n1Cc1ccccn1
    -4.1	95.3	-5.7	2.0	102.3	-0.1	4.2	1	-1.5	4.0
> CN(c1nc(-c2ccccc2)cs1)C1CCS(=O)(=O)C1 (centres undefined)
    -9.3	103.0	-6.7	16.5	95.2	-0.3	3.7	0.8	9.5	-9.9
> COc1ccc(-n2c(SCC(=O)Nc3nccs3)nnc2-c2ccccc2)cc1
    -11.2	99.6	-16.2	15.7	104.8	-0.2	8.1	0.8	-9.1	0.4
> Nc1cccc2c1C(=O)N(Cc1cccc(Cl)c1)C2=O
    -21.5	97.3	19.7	12.4	96.0	-0.3	0.6	0.9	6.3	1.9
> CCSc1nc(-c2ccccc2)c(-c2ccccc2)n1CC(O)CO (centres undefined)
    -6.3	90.3	7.1	-6.4	99.5	0.2	2.0	1.1	8.4	9.2
> COc1ccc(OC)c(CNC(=O)C2CCN(S(=O)(=O)N3CCCC3)CC2)c1
    -7.5	99.9	-1.2	15.8	103.2	-0.1	-0.5	0.8	-1.8	0.1
> COc1cccc(Cn2c(NCc3cccnc3)nc3c2c(=O)n(C)c(=O)n3C)c1
    32.8	86.4	-7.5	-6.9	82.8	0.4	6.2	1.1	23.6	15.0
> c1ccc(C[n+]2cccc3c4ccccc4ccc32)cc1
    1.6	80.8	6.6	-12.2	56.5	-0.2	2.8	1.1	59.9*	21.3

Next part.
Order of values: APP transl inh	STAT1 act	TLR4 MyD88 comp	Diaph inh CS	STAT3 act	Hsp70 activator	G6PDH counter	Diaphorase act	STAT3 inh	STAT1 blocker
> CCN1CCC(=NNC(=O)c2ccco2)CC1
    -43.1	108.8	-11.2	0.0	110.2	0.0	1.2	1	-14.1	-9.6
> CC(C)Cn1c(N)c(C(=O)COC(=O)c2ccc(F)cc2)c(=O)n(C)c1=O
    -14.1	89.3	-8.3	15.4	83.6	-0.2	-0.2	0.8	23.8	12.9
> COc1ccc(OC)c(NC(=O)C2CC(C)=C(C)CC2C(=O)O)c1 (centres undefined)
    6.7	99.2	0.8	18.5	108.5	-0.1	0.8	0.8	-4.8	0.8
> COc1cccc(-n2c(Cn3nc(C(F)(F)F)cc3C)n[nH]c2=S)c1
    -14.5	97.7	2.8	1.1	103.2	-0.4	8.1	1	-3.0	2.6
> CS(=O)(=O)c1sc2nc(-c3cccs3)cc(-c3ccccc3)c2c1N
    -0.6	93.6	14.9	16.6	100.5	0.3	-2.3	0.8	4.3	7.0
> Cc1ccc(N2CN(Cc3ccco3)CNC2=S)c(C)c1
    3.3	101.2	-19.9	-7.9	95.7	-0.2	10.4	1.1	5.0	-1.4
> COC(=O)c1c(C)oc2cc(Br)c(OCC(=O)C(C)(C)C)cc12
    -7.1	93.8	-1.1	10.7	101.3	-0.1	2.4	0.9	5.8	6.8
> N=C1C(c2nc3ccccc3s2)=C(O)CN1NC(=O)c1ccc([N+](=O)[O-])cc1
    -149.7	108.9	-11.5	13.0	95.1	0.2	11.7	0.9	9.9	-9.9
> CCc1nnc(NS(=O)(=O)c2ccc(NC(=S)Nc3ccc(F)cc3)cc2)s1
    -6.2	103.8	-6.8	5.0	96.9	-0.2	1.9	0.9	2.9	-4.3
> O=C1N(Cc2ccc(F)cc2Cl)c2ccccc2C12OCCCO2
    -9.2	97.8	-7.9	9.5	108.0	-0.3	12.6	0.9	-4.7	2.3
> O=C1C=C(Nc2cccc(O)c2)CC(c2ccco2)C1 (centres undefined)
    -5.6	98.6	-4.7	15.8	110.6	-0.6	5.0	0.8	-11.8	1.5
> CC(=O)Nc1ccc(NC(=O)COC(=O)Cc2cccs2)cc1
    17.4	103.2	4.2	7.4	105.5	-0.1	4.6	0.9	-5.3	-5.0
> COCCCNC(=O)c1ccc([N+](=O)[O-])cc1
    -19.4	106.3	-8.0	-0.4	100.7	0.1	-6.0	1	4.2	-4.9
> COc1ccc(CCN2C(=O)c3[nH]nc(-c4ccccc4O)c3C2c2ccccc2)cc1OC (centres undefined)
    2.5	97.2	-3.8	9.5	101.2	-0.3	5.8	0.9	6.2	3.0
> Nc1cccc2c1C(=O)N(C(=O)c1ccc(S(=O)(=O)N3CCCCCC3)cc1)C2=O
    14.9	102.0	8.9	21.5	109.2	-0.5	3.5	0.8	-11.2	-2.6

Arranged by count of non-hydrogen atoms (rising): 7 of the compounds above.
Order of values: APP transl inh	STAT1 act	TLR4 MyD88 comp	Diaph inh CS	STAT3 act	Hsp70 activator	G6PDH counter	Diaphorase act	STAT3 inh	STAT1 blocker
> CCN1CCC(=NNC(=O)c2ccco2)CC1
    -43.1	108.8	-11.2	0.0	110.2	0.0	1.2	1	-14.1	-9.6
> O=C1N(Cc2ccc(F)cc2Cl)c2ccccc2C12OCCCO2
    -9.2	97.8	-7.9	9.5	108.0	-0.3	12.6	0.9	-4.7	2.3
> CS(=O)(=O)c1sc2nc(-c3cccs3)cc(-c3ccccc3)c2c1N
    -0.6	93.6	14.9	16.6	100.5	0.3	-2.3	0.8	4.3	7.0
> CC(C)Cn1c(N)c(C(=O)COC(=O)c2ccc(F)cc2)c(=O)n(C)c1=O
    -14.1	89.3	-8.3	15.4	83.6	-0.2	-0.2	0.8	23.8	12.9
> CCc1nnc(NS(=O)(=O)c2ccc(NC(=S)Nc3ccc(F)cc3)cc2)s1
    -6.2	103.8	-6.8	5.0	96.9	-0.2	1.9	0.9	2.9	-4.3
> Nc1cccc2c1C(=O)N(C(=O)c1ccc(S(=O)(=O)N3CCCCCC3)cc1)C2=O
    14.9	102.0	8.9	21.5	109.2	-0.5	3.5	0.8	-11.2	-2.6
> COc1ccc(CCN2C(=O)c3[nH]nc(-c4ccccc4O)c3C2c2ccccc2)cc1OC (centres undefined)
    2.5	97.2	-3.8	9.5	101.2	-0.3	5.8	0.9	6.2	3.0

Carrying on.
Order of values: APP transl inh	STAT1 act	TLR4 MyD88 comp	Diaph inh CS	STAT3 act	Hsp70 activator	G6PDH counter	Diaphorase act	STAT3 inh	STAT1 blocker
> Cc1ccc(S(=O)(=O)N2CCC(C(=O)N[C@@H](C)C(=O)NC3CCCCC3)CC2)cc1
    -0.6	93.8	7.6	21.2	89.0	0.0	9.0	0.8	19.1	7.8
> CCC(=O)NC(NC(=O)CC)C(Cl)Cl
    -4.3	91.5	2.3	17.3	96.5	-0.2	11.4	0.8	10.2	9.3
> COc1ccc(-c2cc(C(F)(F)F)nc(S(=O)(=O)CCC(=O)N3CCOCC3)n2)cc1
    7.4	77.3	10.3	7.3	89.5	-0.3	-1.6	0.9	16.7	24.6
> CCCc1ccc(-c2ccc(/C=C/C(=O)O)cc2)nc1
    46.3*	122.2	1.3	-7.2	19.5	-0.7	5.9	1.1	96.5*	-24.4
> CCNC(=O)CN(c1ccccc1OC)S(=O)(=O)c1cccs1
    -0.3	89.5	-4.7	-6.4	95.5	-0.4	4.7	1.1	8.0	11.7
> COc1cc(NC(=S)NN2CCN(C)CC2)cc(OC)c1
    -17.0	92.7	-2.6	26.8	99.1	-0.1	-7.6	0.7	10.1	1.0
> Cc1ccc(C)n1NC(=O)c1cccc(Cl)c1
    -8.4	105.3	4.6	1.7	103.0	0.0	-5.0	1	-0.1	-5.8
> CCn1nnnc1-c1ccc(OC)c(S(=O)(=O)Nc2ccc(S(N)(=O)=O)cc2)c1
    -17.2	99.7	-8.1	8.6	110.8	-0.4	1.3	0.9	-11.6	-1.2
> O=C(O)C1CCCCC1C(=O)NCc1ccc(Cl)c(Cl)c1 (centres undefined)
    -21.1	97.6	-18.6	2.8	98.1	-0.4	18.0	1	6.7	1.0
> O=S(=O)(c1ccc(Cl)cc1)c1ccccn1
    -1.8	94.0	-7.1	-3.8	98.5	-0.5	5.1	1	9.3	6.6
> CN1CCN(C(=O)c2ccc(CN3CCOCC3)cc2)CC1
    -0.1	98.9	14.9	-20.4	106.3	0.0	9.3	1.2	0.0	1.2
> CCCCn1c(=O)[nH]c(=O)c2c1nc(-c1ccccc1F)n2Cc1ccccc1OC
    -11.9	100.2	-16.7	12.0	119.0	-0.3	3.2	0.9	-19.9	-1.9
> CCOc1ccccc1C(=O)Nc1cc(C(=O)NCC(C)C)ccc1Cl
    -13.8	103.0	7.1	8.7	96.2	-0.5	6.4	0.9	7.8	-5.5
> Cc1ccc(-c2noc(C3CCCN(S(=O)(=O)c4ccc(S(=O)(=O)N(C)C)cc4)C3)n2)o1 (centres undefined)
    -11.9	98.3	-20.9	7.5	94.7	0.0	-1.8	0.9	6.5	1.9
> CCC(C)C(=O)Nc1cc([N+](=O)[O-])ccc1Cl (centres undefined)
    -6.9	97.2	0.5	4.1	103.1	-0.4	4.9	1	-1.2	3.1

Assay outcomes: PubChem BioAssay, several laboratories
